TCR-CD3 inh = blocks the human TCR-CD3 interaction | AID 651800 | TAMRA-labeled TCR probe fluorescence, biochemical | inhibition, % at 9.4 µM | actives 0.37% (n = 360,000); in the data active = inhibition above about 19%;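 note: recombinant mutant TCR 2C K166C tagged with TAMRA read by polarization; 0% = receptor in buffer alone and 100% = receptor with positive control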
LEDGF integ inh = blocks HIV-1 LEDGF/p75-dependent DNA integration; TR-FRET IN-LEDGF/p75 DNA integration, Eu/Cy5; inhibition, % at 3.7 µM; actives 0.64% (n = 370,000); AID 743269;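 active = inhibition above the screen-wide mean plus 3 SD, cut at about 13% in these data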;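 note: signal is the Cy5 over europium emission ratio at 671 and 618 nm; 0% = plate median of compound wells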
PRMT1 FP inh = PRMT1 (human) inhibition, primary screen; recombinant PRMT1, activity-based probe fluorescence polarization; inhibition, % at 2.79 µM; actives 1.3% (n = 370,000); AID 652257;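 active = inhibition above about 21% made by adding two undisclosed values, limit read from the data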
HTRA1 inh = inhibitors of human serine peptidase HTRA1. recombinant HTRA1, FP-rhodamine activity-based probe, fluorescence polarization. AID 504803. actives 0.5% (n = 340,000). Q92743. inhibition, % at 5.96 µM; in the data active = inhibition above about 36%;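 note: 0% = enzyme with DMSO and 100% = wells lacking enzyme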
rCAG RNA binder = r(CAG) repeat RNA binding | actives 1.3% (n = 370,000) | TO-PRO-1 dye displacement fluorescence | inhibition, % at 3 µM;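 active = inhibition above the plate cutoff, the mean of all test compounds on that plate plus 3 SD, cut at about 35% in these data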;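 note: 0% = DMSO alone and 100% = 100 µM mitoxantrone as full dye displacement; higher means more dye released from RNA so lower well fluorescence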
Rev-erbA mod = modulates human Rev-erb alpha binding to DNA; AID 1259318; actives 0.79% (n = 370,000); P20393; Rev-erbα–FITC-DNA binding, fluorescence polarization, 90 min; activity, % at 10 µM;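 active = activity above about 14%, limit read from the data; passing the limit was not always enough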;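 note: 0% = DMSO wells with 35 nM protein and 100% = DMSO wells with 750 nM protein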
Target sequence (P20393 whole entry, looked up): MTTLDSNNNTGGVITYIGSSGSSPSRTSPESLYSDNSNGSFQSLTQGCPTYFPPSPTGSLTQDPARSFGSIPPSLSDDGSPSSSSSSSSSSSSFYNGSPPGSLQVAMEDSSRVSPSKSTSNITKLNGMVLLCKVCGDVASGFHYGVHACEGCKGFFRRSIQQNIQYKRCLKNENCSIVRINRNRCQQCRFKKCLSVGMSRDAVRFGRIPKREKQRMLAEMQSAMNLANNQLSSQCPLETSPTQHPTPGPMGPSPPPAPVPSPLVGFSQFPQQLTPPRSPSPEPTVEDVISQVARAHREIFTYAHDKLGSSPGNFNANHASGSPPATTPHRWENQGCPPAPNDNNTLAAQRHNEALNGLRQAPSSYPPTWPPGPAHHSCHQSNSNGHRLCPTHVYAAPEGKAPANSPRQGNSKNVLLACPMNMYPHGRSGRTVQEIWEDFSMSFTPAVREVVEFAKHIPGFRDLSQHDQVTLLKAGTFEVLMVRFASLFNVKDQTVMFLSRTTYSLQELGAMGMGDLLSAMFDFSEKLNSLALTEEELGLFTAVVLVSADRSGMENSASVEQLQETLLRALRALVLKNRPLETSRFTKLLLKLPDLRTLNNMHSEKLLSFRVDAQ
SIAE inh = inhibitors of human sialic acid acetylesterase SIAE. Q9HAT2. SIAE FP-Rh probe binding, fluorescence polarization. inhibition, % at 9.66 µM. actives 0.69% (n = 370,000). AID 1053197;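 active = inhibition above a cutoff: mean of compounds within the control limits plus 3 SD of those, cut at about 17% in these data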;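 note: 0% = plate median of compound wells and 100% = probe without SIAE protein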
PG9 binder = binds the HIV-1 gp120 antibody PG9. AID 624416. actives 0.43% (n = 360,000). inhibition, % at 6.7 µM. TR-FRET gp120-PG9 antibody binding; in the data active = inhibition above about 8.5%
ABHD4 inh = ABHD4 (mouse) inhibition, primary FP screen | inhibition, % at 8.92 µM | purified mABHD4, FP-Rh probe fluorescence polarization | actives 0.54% (n = 370,000) | AID 720543;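 active = inhibition exceeding the mean over every tested compound plus 3 SD, cut at about 30% in these data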;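 note: 0% = plate median of compound wells and 100% = S159A mutant with DMSO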
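assay system = mABHD4 protein | compound dosing = single nominal dose of 8.92 µM, 0.89% DMSO final | read-out basis = percent inhibition of probe binding, normalized to plate controls | schedule = Enzyme–compound pre-incubation 45 min, then probe 60 min, both 25 °C | detection = fluorescence polarization, excitation 525 nm, emission 598 nm, BODIPY TMR filters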
TDP2 absorb = TDP2 (human) inhibition, absorbance primary screen. O95551. recombinant TDP2, T5PNP hydrolysis, p-nitrophenol absorbance 415 nm. inhibition, % at 12.8 µM. actives 0.34% (n = 370,000);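 active = inhibition above the mean of all tested compounds plus 3 SD, set per campaign, cut at about 25% in these data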;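 note: 0% = DMSO with enzyme and 100% = buffer with substrate but no TDP2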
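Incubation: 2 h at 37 °C; Test system: recombinant human TDP2; Quantity: enzyme 120 nM; Read-out basis: percent inhibition; Medium: 50 mM Tris-HCl pH 7.5 with Mg2+, KCl, DTT, BSA; Repeats: single replicate; Compound: 12.8 µM single point, 1% DMSO; Signal: epi absorbance; Reagent: 5 mM T5PNP chromogenic substrate; Benchmarks: no-enzyme high, DMSO-plus-enzyme low.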
Active calls of the source: *; · = not tested or not shown. A portion of the library (hit frequency here may not be typical).

| Compound | TCR-CD3 inh | LEDGF integ inh | PRMT1 FP inh | HTRA1 inh | rCAG RNA binder | Rev-erbA mod | SIAE inh | PG9 binder | ABHD4 inh | TDP2 absorb |
| --- | --- | --- | --- | --- | --- | --- | --- | --- | --- | --- |
| Cc1ccc(-n2nnnc2CN2CCCCC2)cc1 | 1 | 0 | 1 | 6 | -3 | -2 | -3 | -1.5 | -5 | -3 |
| CC1=C(C(=O)Nc2nc3ccccc3s2)C(c2ccco2)C(C#N)=C(SCC(=O)NC2CCCCC2)N1 (stereo unspecified) | -14 | 6 | 13 | -60 | 14 | 3 | -18 | -0.5 | -29 | -4 |
| S=c1[nH]nc(-c2ccc3ccccc3n2)o1 | 9 | -2 | 1 | 0 | 2 | 6 | -2 | 0.4 | 0 | 4 |
| COc1ccc(S(=O)(=O)N/N=C\c2ccc(OC)c(COc3ccc(C)cc3[N+](=O)[O-])c2)cc1 | 0 | 2 | -1 | -17 | 28 | -3 | 14 | -1.3 | -11 | 7 |
| Cc1nc2ccccn2c1C(=O)NC1CCCc2ccccc21 (stereo unspecified) | 4 | -3 | 1 | 4 | -7 | -1 | 2 | -0.4 | -5 | -3 |
| Nc1ccccc1-c1nnc2n1CCCCC2 | -1 | -2 | -1 | 8 | 2 | -5 | -3 | -3.2 | -6 | 1 |
| COc1ccc(/C=C/c2nc(C#N)c(NCCN(C)C)o2)cc1OC | -14 | -1 | 8 | 4 | -3 | 3 | -1 | -2.1 | 6 | -4 |
| CCNC(=O)C1CCCN(C(=O)c2ccc(C#N)cc2)CC1 (stereo unspecified) | -3 | -4 | -2 | · | 1 | 1 | -3 | 0.3 | -2 | 1 |
| CCOC(=O)CN=C/C(C(=O)Nc1nccs1)=C(/C)O | 2 | -4 | 3 | -2 | 0 | -5 | 0 | -0.1 | 7 | -8 |
| c1ccc(Cn2nc(-c3ccccc3)nc2-c2ccccc2)cc1 | 1 | 3 | -2 | -22 | 3 | 2 | 3 | -0.7 | -8 | 3 |

Ordered by the number under TDP2 absorb (lowest first): three of the compounds above
Structure | TDP2 absorb
CCOC(=O)CN=C/C(C(=O)Nc1nccs1)=C(/C)O | -8
COc1ccc(/C=C/c2nc(C#N)c(NCCN(C)C)o2)cc1OC | -4
CCNC(=O)C1CCCN(C(=O)c2ccc(C#N)cc2)CC1 (stereo unspecified) | 1

Continued.
| Compound | TCR-CD3 inh | LEDGF integ inh | PRMT1 FP inh | HTRA1 inh | rCAG RNA binder | Rev-erbA mod | SIAE inh | PG9 binder | ABHD4 inh | TDP2 absorb |
| --- | --- | --- | --- | --- | --- | --- | --- | --- | --- | --- |
| CC1N=C(N)C(c2nc3ccccc3n2C)=C1O (stereo unspecified) | -13 | -2 | -2 | -3 | 2 | 7 | -3 | -2.0 | 7 | -2 |
| CN(CCc1ccccc1)C(=O)c1ccc2c(c1)ncn2C1CCCCC1 | · | -4 | 6 | · | 2 | -4 | -3 | · | 4 | 1 |
| C=CCN1C(=O)N(/C=C/C)c2cccc3cccc1c23 | 8 | 0 | -2 | 4 | -2 | 1 | 10 | -2.0 | 1 | 7 |
| COc1ccc(Nc2cc(Sc3ccc(OC)cc3)ncn2)cc1 | -1 | -2 | 2 | -11 | -3 | -1 | 3 | 2.2 | -9 | 11 |
| O=C(O)c1ccccc1NC(c1ccccc1)c1ccc(Cl)cc1 (stereo unspecified) | 10 | 1 | 0 | -25 | 58* | -7 | 4 | -2.4 | 6 | 7 |
| O=C(CCN1CCc2ccccc2C1)Nc1ccc2c(c1)OCO2 | 8 | 5 | 0 | 0 | 0 | 3 | 12 | -2.1 | 0 | -7 |
| O=C(Nc1ncc2c(n1)-c1ccccc1OC2)c1cccc([N+](=O)[O-])c1 | -7 | 10 | -4 | -13 | -1 | 0 | -10 | -2.9 | -3 | -11 |
| CCSc1n[nH]c(=O)n1C | -2 | 3 | 2 | · | 1 | 3 | 0 | 0.3 | -7 | -1 |
| O=C(NCC(c1cccnc1)N1CCOCC1)c1cccc(Cl)c1 (stereo unspecified) | -4 | 3 | -2 | 1 | 0 | -1 | 10 | 1.6 | 0 | 7 |
| CCCCn1c(CN(Cc2ccccc2)Cc2ccccc2)nc2c1c(=O)n(C)c(=O)n2C | 3 | -1 | -1 | 2 | 1 | 13 | 6 | 0.3 | 0 | -4 |

Part of the list above, with values under each structure.
Each structure is followed by: TCR-CD3 inh, LEDGF integ inh, PRMT1 FP inh, HTRA1 inh, rCAG RNA binder, Rev-erbA mod, SIAE inh, PG9 binder, ABHD4 inh, TDP2 absorb
Nc1ccccc1-c1nnc2n1CCCCC2
    -1, -2, -1, 8, 2, -5, -3, -3.2, -6, 1
COc1ccc(/C=C/c2nc(C#N)c(NCCN(C)C)o2)cc1OC
    -14, -1, 8, 4, -3, 3, -1, -2.1, 6, -4
CCNC(=O)C1CCCN(C(=O)c2ccc(C#N)cc2)CC1 (stereo unspecified)
    -3, -4, -2, ·, 1, 1, -3, 0.3, -2, 1
CCOC(=O)CN=C/C(C(=O)Nc1nccs1)=C(/C)O
    2, -4, 3, -2, 0, -5, 0, -0.1, 7, -8
c1ccc(Cn2nc(-c3ccccc3)nc2-c2ccccc2)cc1
    1, 3, -2, -22, 3, 2, 3, -0.7, -8, 3
CC1N=C(N)C(c2nc3ccccc3n2C)=C1O (stereo unspecified)
    -13, -2, -2, -3, 2, 7, -3, -2.0, 7, -2
CN(CCc1ccccc1)C(=O)c1ccc2c(c1)ncn2C1CCCCC1
    ·, -4, 6, ·, 2, -4, -3, ·, 4, 1
C=CCN1C(=O)N(/C=C/C)c2cccc3cccc1c23
    8, 0, -2, 4, -2, 1, 10, -2.0, 1, 7
COc1ccc(Nc2cc(Sc3ccc(OC)cc3)ncn2)cc1
    -1, -2, 2, -11, -3, -1, 3, 2.2, -9, 11
O=C(O)c1ccccc1NC(c1ccccc1)c1ccc(Cl)cc1 (stereo unspecified)
    10, 1, 0, -25, 58*, -7, 4, -2.4, 6, 7
O=C(CCN1CCc2ccccc2C1)Nc1ccc2c(c1)OCO2
    8, 5, 0, 0, 0, 3, 12, -2.1, 0, -7
O=C(Nc1ncc2c(n1)-c1ccccc1OC2)c1cccc([N+](=O)[O-])c1
    -7, 10, -4, -13, -1, 0, -10, -2.9, -3, -11
CCSc1n[nH]c(=O)n1C
    -2, 3, 2, ·, 1, 3, 0, 0.3, -7, -1
O=C(NCC(c1cccnc1)N1CCOCC1)c1cccc(Cl)c1 (stereo unspecified)
    -4, 3, -2, 1, 0, -1, 10, 1.6, 0, 7
CCCCn1c(CN(Cc2ccccc2)Cc2ccccc2)nc2c1c(=O)n(C)c(=O)n2C
    3, -1, -1, 2, 1, 13, 6, 0.3, 0, -4

Following part
| Compound | TCR-CD3 inh | LEDGF integ inh | PRMT1 FP inh | HTRA1 inh | rCAG RNA binder | Rev-erbA mod | SIAE inh | PG9 binder | ABHD4 inh | TDP2 absorb |
| --- | --- | --- | --- | --- | --- | --- | --- | --- | --- | --- |
| O=C(NNC(=O)c1sccc1-n1cccc1)c1cccs1 | -1 | 1 | -5 | 8 | 1 | -3 | 6 | -2.0 | 0 | 4 |
| CCOC(=O)CC(=O)CSc1n[nH]c(=O)[nH]c1=O | -4 | 11 | 10 | 2 | 2 | -4 | 0 | -1.2 | 6 | 9 |
| COc1ccc(CCNC(=O)CN(c2cc([N+](=O)[O-])ccc2OC)S(C)(=O)=O)cc1OC | 5 | 1 | 0 | 1 | -3 | -5 | 6 | 0.1 | 1 | 0 |
| COc1ccc(OCCNS(=O)(=O)c2ccc3oc4ccccc4c3c2)cc1 | 1 | 2 | -1 | -11 | 4 | -1 | 0 | 0.5 | 2 | 2 |
| O=C(NCCCN1CCOCC1)C1CC(=O)N(CCc2ccccc2)C1 (stereo unspecified) | 0 | 0 | 0 | 5 | 0 | 5 | -1 | 0.6 | 0 | 5 |
| COc1ccc(C(C)=O)cc1COC(=O)CCNS(=O)(=O)c1ccc(C)cc1 | -5 | -3 | 6 | -9 | -2 | -5 | -5 | -1.3 | 2 | -6 |
| CC1(C)CC(=O)c2cnc(NC(=O)CCc3ccccc3)nc2C1 | 1 | 0 | 2 | 1 | -9 | -2 | -4 | -1.1 | 3 | -9 |

Screens deposited in PubChem BioAssay by several laboratories.
